APE1 inh: APE1 (human) endonuclease inhibition | recombinant APE1, TAMRA/BHQ-2 abasic DNA cleavage fluorescence | Potency, µM (titrated, usually from 65.8 µM), for the others: at the highest dose activity change, negative = inhibition, most hits filed as inhibitors | AID 2517 | actives 0.35% (n = 350,000) | P27695;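 note: potency is the fitted concentration of half-maximal effect; plate controls were vehicle for no effect and reference inhibitor for full effect; nearly all actives have a fitted effect of over 55% in size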
Target sequence (P27695 whole entry, looked up): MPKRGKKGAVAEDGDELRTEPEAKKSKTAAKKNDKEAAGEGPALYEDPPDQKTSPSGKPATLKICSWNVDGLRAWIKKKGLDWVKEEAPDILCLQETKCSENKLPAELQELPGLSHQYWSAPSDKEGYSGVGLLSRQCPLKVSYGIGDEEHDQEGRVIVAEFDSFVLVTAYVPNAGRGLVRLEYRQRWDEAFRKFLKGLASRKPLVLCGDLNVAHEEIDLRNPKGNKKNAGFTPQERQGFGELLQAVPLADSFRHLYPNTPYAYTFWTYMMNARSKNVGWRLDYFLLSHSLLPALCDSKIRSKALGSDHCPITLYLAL
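Quantitative HTS: incision of a TAMRA/BHQ-2 double-stranded substrate bearing a tetrahydrofuran abasic site by 0.75 nM APE1 raises fluorescence. Substrate 50 nM final, added after 15 min compound preincubation at room temperature; progress as third-minus-first kinetic read difference.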
Pol kappa inh: DNA polymerase kappa (human) inhibition | purified Pol kappa, fluorescent DNA synthesis assay, 10 min | Potency, µM (top dose mostly 107 µM), without a hit: top-dose activity, negative = inhibition, actives largely listed as inhibitors | actives 0.53% (n = 400,000); note: potency is the fitted concentration of half-maximal effect; % is set by controls: 0 for no effect and ±100 for the full control effect
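Pol kappa 10 nM + cpd, 15 min RT; start w/ substrate 50 nM final; fluorescence kinetic read, 0 and 10 min. Neg ctrl: buffer, no enzyme.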
ERG Ets-DNA blk: inhibitors of human ERG Ets domain-DNA interaction | fluorescence polarization, His-ERG Ets domain / labelled DNA | Potency, µM (top dose mostly 76.9 µM), for the others: at the highest dose FP activity, negative = inhibition, hits mostly inhibitors | actives 0.028% (n = 370,000) | AID 624246; active = well fitted inhibition curve with a large enough effect in the polarisation, with a control signal flat; inconclusive = small, poorly fitted or top-dose-only effect, or effect the other way, or a change in a side signal; inactive = no such curve, though single readings can be large or run the other way; the % refers to the polarisation;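 note: polarization taken with two DNA probes labelled with fluorescein and Texas red; potency is the fitted concentration of half-maximal effect; % of control where 0% means no effect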
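His-tagged ERG Ets domain (1 uM in the protein solution; 300mM KCl, 50mM Tris-HCl, 1mM EDTA, 1mM DTT, pH 7.5) received compound, then a probe mix of 5 nM fluorescein-DNA and 100nM Texas-615-DNA. Fluorescence polarization was read for both dyes.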
TRHR ag: agonists of human TRH receptor | activation, % at 2 µM | TRHR cells, calcium flux fluo-8, FDSS agonist mode | P34981 | actives 0.18% (n = 360,000); in the data active = activation above about 30%; note: 0% is about no effect
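TRHR-expressing cells, plated overnight in medium with 10% serum, were loaded with fluo-8 calcium dye at room temperature. After a 10 s baseline, library compound was pin-added and calcium release was recorded kinetically (ex 480/em 530) as agonist response.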
BLM inh: Bloom syndrome helicase (human) inhibition; P54132; Potency, µM (series often up to 56.1 µM), inactives show at the top dose activity change, negative = inhibition, most hits filed as inhibitors; AID 2528; actives 0.2% (n = 350,000); recombinant BLM DNA unwinding, fluorescence dequenching;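 note: potency is the fitted concentration of half-maximal effect; plate controls were vehicle for no effect and no enzyme for full effect; nearly all actives have a fitted effect of over 35% in size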
12-LOX inh: ALOX12 (human) lipoxygenase inhibition; P18054; purified 12hLO, xylenol orange hydroperoxide absorbance; Potency, µM (top dose mostly 108 µM), without a hit: at the top dose activity change, negative = inhibition, most hits filed as inhibitors; actives 1.1% (n = 580,000); AID 1671190; note: potency is the fitted concentration of half-maximal effect; % is set by controls: 0 for no effect and ±100 for the full control effect
Target sequence (P18054 whole entry, looked up): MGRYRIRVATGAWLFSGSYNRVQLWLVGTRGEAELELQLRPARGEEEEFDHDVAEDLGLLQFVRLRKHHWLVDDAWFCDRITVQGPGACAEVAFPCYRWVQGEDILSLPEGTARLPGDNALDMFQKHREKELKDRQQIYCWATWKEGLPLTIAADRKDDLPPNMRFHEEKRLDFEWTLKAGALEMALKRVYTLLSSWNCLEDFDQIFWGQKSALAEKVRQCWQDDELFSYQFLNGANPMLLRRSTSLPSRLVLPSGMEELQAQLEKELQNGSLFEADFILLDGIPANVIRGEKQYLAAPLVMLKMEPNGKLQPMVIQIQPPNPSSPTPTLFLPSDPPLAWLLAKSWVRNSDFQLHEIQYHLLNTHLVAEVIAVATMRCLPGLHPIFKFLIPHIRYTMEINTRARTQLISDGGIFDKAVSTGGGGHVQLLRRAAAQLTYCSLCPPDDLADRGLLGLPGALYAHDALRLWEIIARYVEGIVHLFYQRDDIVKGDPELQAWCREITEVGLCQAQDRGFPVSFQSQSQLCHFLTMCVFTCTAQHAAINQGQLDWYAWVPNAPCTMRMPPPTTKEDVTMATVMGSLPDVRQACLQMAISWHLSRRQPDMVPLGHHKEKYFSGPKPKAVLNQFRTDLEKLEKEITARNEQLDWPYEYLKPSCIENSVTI
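Purified human 12hLO (150 nM final) in 25 mM Hepes, 0.01% Triton X-100, pH 7.0 was preincubated 15 min at room temperature with compound. Then 40 uM arachidonic acid was added, 30 min. Hydroperoxide was read by Fe-XO absorbance ratio 573/405 nm.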
POLB inh: DNA polymerase beta (human) inhibition | Pol beta primer extension/strand displacement, fluorescence kinetic | Potency, µM (titrated, usually from 114 µM), for inactives: at the top dose activity change, negative = inhibition, actives largely listed as inhibitors | actives 1.3% (n = 340,000); note: potency is the fitted concentration of half-maximal effect; % is set by controls: 0 for no effect and ±100 for the full control effect
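Values derive from four-parameter Hill fits of normalized kinetic data: reads at 0 and 10 min following addition of 50 nM substrate to 10 nM Pol beta preincubated 15 min with compound.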
Pol iota inh: inhibitors of human DNA polymerase iota; Q9UNA4; Pol iota fluorescent replication assay, 10 min; Potency, µM (highest dose often 115 µM), for inactives: top-dose activity, negative = inhibition, usual class: inhibitors; actives 1% (n = 390,000); AID 588590; note: potency is the fitted concentration of half-maximal effect
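Fluorescent replication assay read twice, at 0 min and 10 min after adding 50 nM (final) substrate. Enzyme (10 nM) and compounds were first incubated 15 min at room temperature; enzyme-free buffer wells were negative controls.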
Anesthetic bind: candidate novel general anesthetic via apoferritin binding; AID 485281; actives 0.074% (n = 350,000); apoferritin/1-aminoanthracene competitive binding, fluorescence; P02791; Potency, µM (top dose mostly 77.5 µM), inactives show top-dose activity change, negative = displacement, actives largely listed as inhibitors; note: potency is the fitted concentration of half-maximal effect; % is set by controls: 0 for no effect and ±100 for the full control effect; nearly all actives have a fitted effect of over 20% in size
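Concentration-response curves derived by four-parameter Hill fitting of normalized fluorescence, where compounds displaced 1-AMA from 10 uM horse apoferritin following a brief 10 min room-temperature incubation; propofol titration acted as positive control.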
Starred values were filed as active, the others as inactive; ? = inconclusive; nt = not tested or not shown; & = joins results of further samples; [ ] = remark or other dose. Unless noted, calls come from the whole dose curve; as a rule, active = well fitted curve in the direction sought with a large enough effect; inconclusive = small, poorly fitted or top-dose-only effect, or another doubt; inactive = no such curve, though single readings can be large; an effect the other way counts as inactive or inconclusive. The list is partial (hit frequency here may not be typical).

#	Structure	APE1 inh	Pol kappa inh	ERG Ets-DNA blk	TRHR ag	BLM inh	12-LOX inh	POLB inh	Pol iota inh	Anesthetic bind
1	O=C(NCCN1C(=O)S/C(=C\c2ccc(F)cc2)C1=O)C1CCN(S(=O)(=O)c2cccs2)CC1	4%	-10%	2%	0.2	1%	-20%	16%	96%[activator]	-6%
2	CC(C)(CNC(=O)C1CCCN1C(=O)c1cccs1)N1CCOCC1 (stereo not given)	-4%	1%	9%	0.9	-1%	6%	4%	51%[activator]	2%
3	O=C(OCC(=O)c1ccc(Br)s1)c1ccc(O)cc1	13%	0%	-4%	nt	nt	?	nt	25%	nt
4	O=C(NCc1ccccc1)C1CCCN(C(=O)c2ccc(F)cc2)C1 (stereo not given)	7%	-13%	-1%	-0.1	nt	-4%	nt	27%	nt
5	CCC(=O)Nc1ccc(C(=O)N/N=C/c2ccc([N+](=O)[O-])cc2)cc1	1%	6%	-1%	-0.9	-1%	-15%	?	1%	-10%
6	COc1ccc(OC)c(C2NC(=O)NC(C)=C2C(=O)Nc2cc(C)cc(C)c2)c1 (stereo not given)	nt	-8%	-7%	-0.4	-12%	-2%	30%	8%	-7%
7	CCOC(=O)c1cc(C)n(CC2CCC(C(=O)Nc3cccc(C(C)=O)c3)CC2)c1C (stereo not given)	nt	-5%	-12%	0.8	-10%	-22%	10%	-2%	-13%
8	Cc1cccc(N2CCN(CCCNC(=O)C3CCCN(c4ncnc5c4nc4n5CCCCC4)C3)CC2C)c1 (stereo not given)	-10%	-7%	3%	-0.3	0%	-2%	-3%	20%	-15%
9	CC(=O)c1cccc(NC(=O)Nc2ccc3c(c2)OCO3)c1	32%	-5%	-8%	-0.9	0%	33%[activator]	-1%	4%	-8%
10	COc1ccc(N2CCN(C(c3cccs3)C(C)NC(=O)C(=O)N3CCCC3)CC2)cc1 (stereo not given)	2%	-17%	0%	-0.8	-3%	2%	-24%	1%	-14%
11	CN(C)C(=O)COc1ccc2ccc(=O)oc2c1	-5%	-4%	-4%	0.1	-3%	-5%	-13%	8%	0%
12	CN(Cc1ccon1)C(=O)C1CCC(=O)N(CCc2ccc(Cl)cc2)C1 (stereo not given)	21%	8%	6%	0.8	-1%	0%	2%	2%	-10%
13	Cc1ccc(S(=O)(=O)c2nc(S(=O)(=O)c3ccccc3)sc2N2CCN(C)CC2)cc1	7%	-5%	-8%	-0.7	-1%	-7%	20%	41%[activator]	8%
14	CCOC(=O)CC(NC(=O)c1cc2cc(Cl)cc(Cl)c2oc1=O)c1cccc([N+](=O)[O-])c1 (stereo not given)	-2%	-16%	-5%	0.4	-3%	-18%	7%	9%	-9%
15	C=CCN=C1NN=C(c2cc(C)n(CC=C)c2C)CS1	-2%	3%	0%	0.0	-7%	?	17%	18%	1%
16	Nc1nc(=S)c2ncn(C3CCCCC3)c2[nH]1	nt	-9%	-5%	nt	nt	50µM*	nt	0%	nt
17	CCN(CC)CCNC(=O)c1sc2nc(C)cc(C)c2c1-n1cccc1	nt	-3%	1%	-0.3	-8%	-5%	21%	-17%	-2%
18	O=C(Nc1ccc(OC(F)(F)F)cc1)C(Cc1ccccc1)NS(=O)(=O)c1cccc2nsnc12 (stereo not given)	nt	-13%	-3%	-0.2	-4%	-17%	2%	2%	?
19	CC(=O)Nc1ccccc1OCC(O)CS(=O)(=O)c1ccc(C(F)(F)F)cn1 (stereo not given)	11%	-1%	0%	0.2	-2%	0%	8%	5%	-3%
20	Cc1ccccc1-n1nc2c(c1NC(=O)c1cc3ccccc3o1)CS(=O)(=O)C2	2%	-10%	-7%	0.4	nt	?	nt	14%	nt
21	Cc1cccc(CC(Cc2nc3ccccc3[nH]2)c2nc3ccccc3[nH]2)c1 (stereo not given)	0%	-18%	3%	0.4	-8%	42%[activator]	10%	-4%	5%
22	O=C(CCC(=O)Nc1ccccc1)NNC(=O)COc1ccccc1	4%	-16%	-7%	-0.1	-3%	22%	-28%	13%	-5%
23	CCCc1[nH][nH]c(=O)c1C(c1ccc(Br)cc1)C(C#N)C#N (stereo not given)	?	-8%	nt	0.3	-10%	?	-29%	13%	-5%
24	CCOC(=O)CN1C(=O)C(C)(C)Oc2ccc(C(=O)Nc3ccccc3OC)cc21	21%	0%	3%	-1.2	-3%	-2%	2%	15%	-15%
25	CCC(=O)N1CCN(C(=O)c2ccccc2)CC1	-2%&14%	-14%[60.1 µM]	-6%	1.3	nt	24%	19%[57.1 µM]	-3%	nt
26	Cn1c(=O)c2ncn(CC(=O)Nc3cc(C(F)(F)F)ccc3N3CCOCC3)c2n(C)c1=O	-2%	-3%	5%	0.7	0%	-3%	3%	-1%	-13%
27	CN1CCc2c(sc(NC(=O)c3ccc(S(=O)(=O)N4CCc5ccccc54)cc3)c2C(N)=O)C1	8%	nt	nt	7.3	-11%	25%	22%	nt	-5%
28	COc1ccc(-n2c(=O)c3c4c(sc3n3c(=S)[nH]nc23)CCC4)cc1	-1%	-2%	1%	0.0	-6%	?	1%	-12%	0%
29	COc1cccc(C2=CC(c3ccc(N(C)C)cc3)n3nnnc3N2)c1 (stereo not given)	?	-6%	-9%	1.0	-6%	-22%	0%	4%	-12%
30	COc1ccc(C(=O)OCC2CC(c3ccccc3)N(C)O2)cc1 (stereo not given)	0%	-15%	-4%	-0.5	-6%	0%	-9%	-5%	-16%
31	COc1ccccc1Nc1nn2c(=O)c3ccc(C(=O)N4CCCCC4)cc3nc2s1	42%	5%&-1%	8%&1%	-0.7&-0.2	-1%&-5%	-24%&-8%	16%&0%	17%&-5%	-9%&-6%
32	CCc1ccccc1NC(=O)Cn1nnc(C(=O)Nc2ccc(C)c(F)c2)c1N	nt	-17%	5%	0.7	-1%	-15%	-6%	-13%	-8%
33	Nc1ncc(S(=O)(=O)NCc2cccc(Cl)c2)cn1	nt	-3%[60.1 µM]	1%	0.2	-2%	-8%	12%	22%	-5%
34	CC(=O)c1ccccc1NC(=O)COC(=O)/C(=C/c1ccccc1)n1nnnc1C	19%	-7%	15%	0.3	-2%	-13%	24%	4%	-7%
35	Cc1cc2ncn(N)c2cc1C	2%	-5%	-3%	0.3	-1%	8%	-1%	6%[58.9 µM]	-2%
36	Cc1occc1C(=O)Nc1cccc2ccccc12	-5%	-8%	-2%	-0.2	-10%	-7%	-22%	-7%	-19%
37	CCN1C(=O)[C@H]2[C@H]3CN=C(SCc4ccc(Cl)cc4)N3[C@@](Cc3ccccc3)(C(=O)OC)[C@H]2C1=O	18%	0%	-1%	nt	nt	?	nt	-14%	nt
38	COc1ccc(C(C)=O)cc1CSc1nnc(-c2ccncc2)n1C	-2%	-15%	-1%	0.5	0%	0%	3%	-9%	-1%
39	CS(=O)(=O)N1CCN(c2nc(-c3ccccc3)cs2)CC1	-3%	-10%	0%	-0.8	-6%	0%	-3%	2%	-9%
40	CCOC(=O)CSc1nc2ccc(NC(C)=O)cc2s1	4%	-5%	5%	-0.4	-3%	0%	-9%	1%	-22%
41	O=C(CSC(=S)N1CCCCC1)Nc1ncc2c(n1)CCCC2=O	2%	-17%	?	0.4	1%	0%	2%	-42%	38%[activator]
42	CS(=O)(=O)N(CC(=O)N1CCC(C(N)=O)CC1)C1CCCCC1	-7%	-7%	4%	0.4	-4%	5%	37%	nt	-7%
43	Cn1c(=O)c2c(SCC(=O)NCc3ccco3)nc(-c3ccccc3F)nc2n(C)c1=O	nt	-4%[60.1 µM]	-2%	0.3	-4%	-10%	3%	-5%	-2%
44	CCC(=O)N1N=C(c2ccc(Cl)cc2)CC1c1ccco1 (stereo not given)	3%	1%	-8%	-0.5	-4%	0%	1%	2%	-7%
45	CC(C)CCN(C(=O)Nc1ccc(Cl)c(Cl)c1)C1CCN(C(C)C)CC1	nt	2%[60.1 µM]	4%	0.6	3%	?	-22%	13%	?
46	CCOC(=O)c1ccccc1NC(=O)CSc1ncc(C(=O)OCC)c(N)n1	-5%	-12%	4%	-1.0	-7%	?	-15%	-6%	-21%
47	COCCn1nnnc1C(c1ccc(Cl)cc1)N1CCSCC1 (stereo not given)	-4%	8%[60.1 µM]	nt	-0.1	-1%	-16%	25%	?	-12%
48	O=C(CN1C(=O)COc2ccc(Cl)cc21)NCC1CCCO1 (stereo not given)	34%	6%	-8%	0.4	-3%	0%	2%	8%	-1%
49	CCOc1ccc(NC(=O)Nc2nnc(N3CCCCC3C)s2)cc1 (stereo not given)	nt	-1%	5%	-0.2	-1%	5%	1%	36%[activator]	-10%
50	CC(C)CCNC(=O)Cn1cc(S(=O)(=O)Cc2ccc(F)cc2)c2ccccc21	nt	-14%	1%	1.5	-13%	?	?	?	-6%
51	O=C(NCc1cccs1)c1csc2ccccc12	2%	-6%	0%	0.0	-4%	?	?	-9%	?
52	COCCN(C(=O)CCC(=O)Nc1ccccn1)C(C(=O)NC(C)(C)C)c1ccc(OC)cc1 (stereo not given)	3%	-20%	-7%	0.2	-2%	-10%	11%	136%[activator]	-7%

Part of the list above, field by field.
#50 CC(C)CCNC(=O)Cn1cc(S(=O)(=O)Cc2ccc(F)cc2)c2ccccc21
  APE1 inh: nt | Pol kappa inh: -14% | ERG Ets-DNA blk: 1% | TRHR ag: 1.5 | BLM inh: -13% | 12-LOX inh: ? | POLB inh: ? | Pol iota inh: ? | Anesthetic bind: -6%

#51 O=C(NCc1cccs1)c1csc2ccccc12
  APE1 inh: 2% | Pol kappa inh: -6% | ERG Ets-DNA blk: 0% | TRHR ag: 0.0 | BLM inh: -4% | 12-LOX inh: ? | POLB inh: ? | Pol iota inh: -9% | Anesthetic bind: ?

#52 COCCN(C(=O)CCC(=O)Nc1ccccn1)C(C(=O)NC(C)(C)C)c1ccc(OC)cc1 (stereo not given)
  APE1 inh: 3% | Pol kappa inh: -20% | ERG Ets-DNA blk: -7% | TRHR ag: 0.2 | BLM inh: -2% | 12-LOX inh: -10% | POLB inh: 11% | Pol iota inh: 136%[activator] | Anesthetic bind: -7%

Assay outcomes as filed in PubChem.
